ER stress death = ER stress cell death inhibition | CSM14.1 thapsigargin ER stress survival, ATP luminescence | relative survival (cellular ATP), % at 15 µg/mL (by protocol) | 48,000 compounds, 0.33% hits | AID 1010;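 active means survival measured by cellular ATP above 50% at 15 µg/ml in the first screen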;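 further: cell death triggered by about 15 µM thapsigargin; ATP read 24 h after thapsigargin was added; plate controls were thapsigargin with DMSO for no effect and DMSO without thapsigargin for full effect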
Starred values were filed as active, the others as inactive. This is a subset; rates above refer to the full screens.

Molecule	ER stress death
Cc1cccc(C(=O)Nc2cccc(C(N)=O)c2)c1	5.0
O=C(/C=C/c1cccc([N+](=O)[O-])c1)N1CCC(Cc2ccccc2)CC1	8.3
Cc1cccc(C)c1NC(=O)CN1C(=O)c2ccccc2C1=O	10.4
CC(C)(C)OC(=O)NC(Cc1c[nH]c2ccccc12)C(=O)N1CCOCC1 (stereo unspecified)	6.1
COc1ccc(NC(=O)COc2ccc(C)cc2Br)cc1Cl	3.0
CCOc1cc(/C=C2/C(=O)NC(=O)N(c3ccc(OC)cc3)C2=O)cc(Cl)c1O	5.3
COc1ccc(S(=O)(=O)/N=C2C=C/C(=N\S(=O)(=O)c3ccc(OC)cc3)C=C/2Cl)cc1	13.9
CCOC(=O)N1CCN(C(=O)COc2ccc(Cl)cc2Br)CC1	9.2
O=C(N/C(=C\c1cccnc1)C(=O)N1CCCCC1)c1cccc(Br)c1	-2.1
COc1cc(Cc2ccc(NC(=O)C(F)(F)F)c(OC)c2)ccc1NC(=O)C(F)(F)F	6.4
CCOC(=O)C1=C(C)NC2=C(C(=O)CCC2)C1c1ccccc1[N+](=O)[O-] (stereo unspecified)	-3.7
O=c1oc(-c2cccc(F)c2)nc2ccc(Cc3ccc4nc(-c5cccc(F)c5)oc(=O)c4c3)cc12	16.0
Cc1ccc(C(C)C)c(OCC(=O)Nc2ccc(Cc3ccncc3)cc2)c1	29.0
Cc1c(Cc2ccccc2)c(=O)oc2cc(OCC(=O)C(C)(C)C)ccc12	-0.6
Cc1ccc(OCCSc2nc3ccccc3n2CCO)c(C(C)C)c1	4.7
O=C(c1ccccc1Cl)N1N=C(c2ccccc2)CC1(O)C(F)(F)F (stereo unspecified)	3.2
CC(CCc1ccccc1)Nc1cc(N2CCN(S(=O)(=O)c3ccccc3)CC2)ccc1[N+](=O)[O-] (stereo unspecified)	-0.2
COC(=O)COc1ccc2c(=O)c(Oc3ccccc3Br)c(C(F)(F)F)oc2c1	5.0
CCc1c(C)nn2cn[n+](Cc3ccccc3Cl)c2c1[O-]	10.2
CCc1ccc(N2N=C(C)/C(=C\c3ccc(-c4ccc5c(c4)C(=O)NC5=O)o3)C2=O)cc1	6.4
CCc1ccccc1N/C(N)=N\c1nc(C)cc(C)n1	-10.4
CC(C)CNC(=O)c1cc(C(=O)NCC(C)C)cc(C(=O)Nc2ccc([N+](=O)[O-])cc2)c1	2.2
O=C(Nc1ccc(Cl)c(Cl)c1)Nc1nnc(-c2ccccc2F)s1	1.9
Cc1cc(C)c2nc3s/c(=C\c4ccc(-c5ccc(Cl)c(C(=O)O)c5)o4)c(=O)n3c2c1	-2.8
O=C(N/N=C/C(Br)=C/c1ccccc1)C(O)(c1ccccc1)c1ccccc1	1.2

Quoted from the listing.
ER stress death result of O=C(c1ccccc1Cl)N1N=C(c2ccccc2)CC1(O)C(F)(F)F (stereo unspecified) is entered as 3.2
ER stress death result of CC(CCc1ccccc1)Nc1cc(N2CCN(S(=O)(=O)c3ccccc3)CC2)ccc1[N+](=O)[O-] (stereo unspecified) is entered as -0.2

The main list resumes; the 2 compounds before the break are reprinted first.
Molecule	ER stress death
Cc1cc(C)c2nc3s/c(=C\c4ccc(-c5ccc(Cl)c(C(=O)O)c5)o4)c(=O)n3c2c1	-2.8
O=C(N/N=C/C(Br)=C/c1ccccc1)C(O)(c1ccccc1)c1ccccc1	1.2
CC(=O)c1ccc(NC(=O)c2ccc(-c3cccc([N+](=O)[O-])c3)o2)cc1	-0.2
CCn1c2ccccc2c2cc(/C=N/Nc3ccc([N+](=O)[O-])cc3)ccc21	2.4
C=CCn1c(=O)c(C(=O)Nc2ccccc2)c(O)c2ccccc21	6.1
CC(C)(C)NC(=O)c1ccc(-c2ccc(Cl)cc2)o1	1.8
CCC(Oc1ccccc1)C(=O)Nc1c(C)n(C)n(-c2ccccc2)c1=O (stereo unspecified)	10.0
O=C1CC(NCc2ccc3c(c2)OCO3)C(=O)N1c1ccc(OC(F)(F)F)cc1 (stereo unspecified)	1.6
C(=C\c1ccccc1)/C1=Nc2ccccc2NC(c2ccccc2)C1 (stereo unspecified)	-2.0
C=CCn1c(Cc2ccccc2)nc2c(cnn2-c2ccccc2)c1=O	6.0
Cc1ccc(C)c(S(=O)(=O)N=Nc2c(O)[nH]c3ccc(Br)cc23)c1	12.7
COC(C)(C)c1cc(C(C)(C)C)nc(N)n1	4.2
Cc1c(Cc2ccccc2)sc(NC(=O)c2ccc([N+](=O)[O-])cc2)c1C(N)=O	2.2
COc1ccc(N2C(=O)/C(=C/C3C(=O)N(c4ccccc4)N=C3C)C(=O)NC2=S)cc1 (stereo unspecified)	5.9
Cc1cccc(NC(=O)CSc2nccn2C)c1	3.3
COc1cc(/C=N/Nc2nc(N3CCCCC3)nc(N3CCCCC3)n2)cc(OC)c1	2.3
O=[N+]([O-])c1ccc(O)c(/C=N/Nc2nnc3c(n2)[nH]c2ccccc23)c1	-1.0
CS(=O)(=O)Nc1ccc(S(=O)(=O)N2CCCCC2)cc1	8.7
COc1ccc(C2(CCN)CCOC(C)(C)C2)cc1 (stereo unspecified)	5.4
O=C1CC(N2CCN(c3ccc([N+](=O)[O-])cc3)CC2)C(=O)N1c1ccc(F)cc1 (stereo unspecified)	15.7
CCOC(=O)NC(NC(=S)Nc1c(C)n(C)n(-c2ccccc2)c1=O)C(Cl)(Cl)Cl (stereo unspecified)	4.4
CCOC(=O)c1c(NC(=O)c2ccc(F)cc2)sc(C(=O)Nc2ccc3c(c2)OCO3)c1C	-0.1
O=[N+]([O-])c1cccc(/C=N/Nc2nnc3c(n2)[nH]c2ccccc23)c1	-0.1
O=C(CC(c1ccco1)S(=O)(=O)c1ccccc1)c1ccccc1 (stereo unspecified)	1.4
COc1ccc(OC)c(N(CC(=O)Nc2ccc(C)cc2)S(=O)(=O)c2ccccc2)c1	-3.5
COc1ccccc1N1CCN(C(=O)c2cc3n(n2)C(C(F)(F)F)CC(c2ccc(Cl)c(Cl)c2)N3)CC1 (stereo unspecified)	1.1
CC(C)c1ccc(NC(=O)c2ccccc2CCc2ccccc2)cc1	5.9
COc1ccc(/C(C)=N/NC(=O)c2cc(C)[nH]n2)cc1[N+](=O)[O-]	6.5
FC(F)(F)c1ccc(-c2noc(-c3ccc(Br)cc3)n2)cc1	7.0
Cc1cc(C)nc(NS(=O)(=O)c2ccc(NS(=O)(=O)c3ccc4c(c3)C(=O)c3ccccc3-4)cc2)n1	5.4
COc1ccc(-c2ccc(-c3nnc(-c4cccc(C)c4)o3)cc2)cc1	-4.7
N#CCCNc1cc2ccccc2cc1C(=O)O	-0.4
O=c1nc(-c2ccccc2)c2cc(OC(F)(F)F)ccc2[nH]1	-2.5
COc1cc(/C=N/n2cnnc2)ccc1OCCSc1ccc(C)cc1	5.9
O=[N+]([O-])c1ccccc1S(=O)(=O)NCCSc1ccccn1	9.8
O=C(O)c1cccc(-c2ccc(/C=C3\SC(=S)N(c4cccc(F)c4)C3=O)o2)c1	9.2
CCCC(=O)Nc1cccc(NC(=O)c2ccc(-c3ccc(Cl)cc3Cl)o2)c1	8.1
OCc1ccc(-c2ccc(Br)cc2)o1	-8.3
CCOc1ccc(N2C(=O)/C(=C/c3ccc(OCc4ccc(C(=O)O)cc4)c(OC)c3)C(=O)NC2=S)cc1	10.1
Oc1ccccc1C=NC1=NN(c2cccc(C(F)(F)F)c2)CC1	-8.4
O=S(=O)(/N=C(/Nc1cccc(O)c1)c1ccccc1)c1ccc(Cl)cc1	4.3
CC(Oc1ccc(Br)cc1)C(=O)N/N=C/c1ccccc1O (stereo unspecified)	4.0
Cc1ccc(N2NC(=O)/C(=C/c3cc([N+](=O)[O-])ccc3Cl)C2=O)cc1C	-1.8
COc1ccccc1CNC(=O)C(OC)c1ccccc1 (stereo unspecified)	1.0
Cc1cc(C)nc(NS(=O)(=O)c2ccc(Nc3nc(-c4sc(N)nc4C)cs3)cc2)n1	9.9
O=C(C[n+]1ccc(C(=O)N/N=C/c2ccc(Br)cc2)cc1)c1ccccc1	-1.2
N#CC(C#N)=NNc1ccc(O)c(C(=O)O)c1	12.1
O=C(O)c1cc2nc(-c3cccs3)cc(C(F)(F)F)n2n1	2.9
COC(=O)c1ccc(COc2cc3oc(=O)c4c(c3cc2Cl)CCC4)cc1	-1.5
CCCOC(=O)c1c(NC(=O)c2cnccn2)sc2c1CCC(C)C2 (stereo unspecified)	5.7
COc1ccc(OC)c(-n2c(O)c(C=Nc3ccccc3C)c(=O)[nH]c2=O)c1	-3.3
Cc1ccc(Cc2cnc(NC(=O)c3ccccc3)s2)cc1	-2.2

Rewritten field by field: two of the compounds above.
> N#CCCNc1cc2ccccc2cc1C(=O)O
  ER stress death: -0.4

> O=c1nc(-c2ccccc2)c2cc(OC(F)(F)F)ccc2[nH]1
  ER stress death: -2.5

More entries.
Molecule	ER stress death
COc1ccc(S(=O)(=O)N(CC(=O)NCC2CCCO2)c2ccc(C)cc2)cc1Br (stereo unspecified)	-0.3
CCOC(=O)C(=Cc1ccc(-c2cccc(Cl)c2Cl)o1)C(=O)OCC	5.9
COc1ccc(C(=O)/C=C/Nc2ccc(Cl)c([N+](=O)[O-])c2)cc1	-1.2
COc1cccc(/C=C2/C(=O)NN(c3ccc(I)cc3)C2=O)c1	7.6
Cc1ccc2nc(NCc3ccccc3)nc(-c3ccccc3)c2c1	7.9
CCOc1ccc(C(=O)Nc2ccc(NC(=O)c3cccc(Cl)c3)cc2)cc1	0.9
O=C(Nc1nc2ccccc2n1CCN1CCCC1)c1ccc(Cl)cc1	-5.2
CCOC(=O)Cc1nnc2c(Nc3cccc(Br)c3)nc3nonc3n12	-2.0
O=C(Oc1cccc(/C=N/NC(=O)c2ccccn2)c1)c1cccc(F)c1	-3.0
CSc1nc2c(c(=O)[nH]1)C(c1ccc(Br)cc1)c1c(nc(SC)[nH]c1=O)O2	-2.0
Nc1c(Cl)cc(N2C(=O)C3C4c5ccccc5C(c5ccccc54)C3C2=O)cc1Cl (stereo unspecified)	8.5
COc1ccc(S(=O)(=O)N2CCCCCC2)cc1	-1.8
CC(=O)Nc1c(C)cc(C(C)(C)c2cc(C)c(NC(C)=O)c(C)c2)cc1C	-0.1
Cc1cc(/C=N/NC(N)=O)c(C)n1-c1ccc(Br)cc1	-5.2
Cc1ccc(/C=C2/SC(=S)N(CC(=O)Nc3ncc(Cc4ccc(C)cc4)s3)C2=O)cc1	6.5
COCCNC(=O)CN(c1c(C)cccc1C)S(C)(=O)=O	4.2
COc1ccc(OC)c(CNc2cccc(C)c2)c1	7.1
CC(=O)CCc1c(C)[nH]c2c(Cl)cccc2c1=S	0.2
CCN(CC)C(=S)Nc1c(C)n(C)n(-c2ccccc2)c1=O	1.1
Cc1cccc2c1[nH]c1nc(NN)nnc12	-0.3
CC(=O)CC(=O)Nc1cc(C)cc(C)c1	3.1
NC(=O)NC(CCc1ccccc1)c1ccccc1 (stereo unspecified)	8.2
CCc1ccc(OCC(=O)Nc2ccc(F)c([N+](=O)[O-])c2)cc1	-2.7
O=S(=O)(c1ccc2ccccc2c1)N(CC(O)CN1CCOCC1)c1ccccc1 (stereo unspecified)	-5.2
COc1ccc(C2SC(C)C(=O)N2c2ccc(C)cc2)cc1 (stereo unspecified)	0.8
Cc1ccccc1N1C(=O)CSC1c1ccc([N+](=O)[O-])cc1 (stereo unspecified)	-3.2
COc1ccc(/C=C/C(=O)n2nnc3ccccc32)cc1	4.3
O=[N+]([O-])c1cccc(-c2nnc(-c3ccc(Br)o3)o2)c1	2.7
CC1=CC(C)(C)Nc2ccc(OCC(=O)c3ccccc3)cc21	-19.0
COc1c(Cl)cc(C(=O)Nc2cccc(-c3nc4ccc(C)cc4o3)c2)cc1Cl	-1.5
Cc1ccc(-c2ccc(C)cc2N)c(N)c1	-1.8
Nc1ccc(NC(=O)c2ccc(Cl)cc2Cl)c(Cl)c1	-2.2
COc1ccc(N(CC(=O)N2CCOCC2)S(=O)(=O)c2ccccc2[N+](=O)[O-])c(OC)c1	8.6
CC(Cc1ccccc1)N=C1NS(=O)(=O)c2ccccc21 (stereo unspecified)	19.0
O=C(Nc1ccccc1Cl)c1ccc(CN2CCc3ccccc3C2)cc1	2.3
COc1ccc(OC)c(/C=N\NC(=O)c2cnccn2)c1	4.1
CC(C)CSc1nnc(-c2ccc(Br)cc2)o1	0.5
O=C(Cc1ccc(F)cc1)Nc1cccc2ccccc12	3.5
CC(C)Nc1nc(-c2ccc(Cl)cc2)nc2ccccc12	2.1
COC(=O)CN1C(=O)/C(=C\c2cccc(O)c2)SC1=S	-6.6
O=C(Nc1nc(-c2ccc(Cl)cc2)cs1)c1ccc(S(=O)(=O)N2CCCCC2)cc1	4.9
O=[N+]([O-])c1ccc(N2CCCCC2)nc1	-5.2
COc1cc(C(=O)Nc2c(C)cc(C)cc2C)c([N+](=O)[O-])cc1OC	15.4
COc1ccc(C(=O)c2ccc(OC)c(N)c2)cc1N	-5.0
CCOC(=O)c1c(NC(=O)c2cccc(OC)c2)sc(C(=O)Nc2ccccc2F)c1C	-1.0
COc1ccc(C(=O)O)cc1S(=O)(=O)N1CCC(C)CC1	10.9
Cc1[nH]c2ccccc2c1C(=O)/C=C/c1ccc2c(c1)OCO2	-0.8

Part of the list above, field by field.
> CCC(Oc1ccccc1)C(=O)Nc1c(C)n(C)n(-c2ccccc2)c1=O (stereo unspecified)
  ER stress death = 10.0
> O=C1CC(NCc2ccc3c(c2)OCO3)C(=O)N1c1ccc(OC(F)(F)F)cc1 (stereo unspecified)
  ER stress death = 1.6
> C(=C\c1ccccc1)/C1=Nc2ccccc2NC(c2ccccc2)C1 (stereo unspecified)
  ER stress death = -2.0

Source: PubChem BioAssay
